From PubChem BioAssay
TRb-SRC2 inh – TRbeta-SRC2 interaction inhibition. hit rate 0.065% among 280,000. Potency, µM (highest dose often 106 µM), for the others: at the top dose activity change, negative = inhibition, most hits filed as inhibitors. AID 1469. TRbeta-SRC2 peptide binding, fluorescence polarization; receptor liganded with 1 µM T3;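 further: plate controls were bound peptide for no effect and peptide without receptor for full effect; nearly all actives have a fitted effect of over 50% in size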
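Decrease in fluorescence polarization of 20 nM Texas Red SRC2 coactivator peptide flagged inhibition of its binding to 0.6 uM TRb LBD; 1 uM T3 included, incubation 5 hr, ex 555/em 632 nm.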
aGlu spleen mod – inhibitors or activators of human alpha-glucosidase in spleen homogenate. P10253. human spleen homogenate, 4-MU-alpha-glucoside fluorescence. Potency, µM (series often up to 79.9 µM), without a hit: top-dose activity change, negative = inhibition, actives largely listed as inhibitors. hit rate 0.006% among 240,000;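 further: 0% = enzyme with vehicle and -100% = no enzyme basal signal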
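Human spleen homogenate (1 ug) incubated with compounds and 1 mM 4-methylumbelliferyl-alpha-D-glucopyranoside in pH 5.0 citrate/phosphate buffer, 37 C, 40 min. Stopped at pH 10; 4-MU fluorescence (Ex 365/Em 440 nm); AC50 by Hill fit.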
GAA inh – inhibitors of human lysosomal alpha-glucosidase; Potency, µM (top dose mostly 76.9 µM), for the others: at the top dose activity change, negative = inhibition, hits mostly inhibitors; P10253; AID 1466; purified human GAA, 4-MU-alpha-glucoside fluorescence; hit rate 0.005% among 200,000;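 further: plate controls were uninhibited enzyme wells for no effect and no-enzyme background for full effect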
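Compounds are titrated up to 77 uM against 4 nM human enzyme. Substrate 4-methylumbelliferyl-alpha-D-pyranoside (400 uM) reacts 20 min at room temperature in pH 5.0 buffer; liberated 4-methylumbelliferone is read at 440 nm.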
RECQ1 inh – blocks DNA unwinding by human RECQ1. Potency, µM (series often up to 57.3 µM), inactives show at the highest dose activity, negative = inhibition, hits mostly inhibitors. P46063. AID 2549. hit rate 0.54% among 240,000. RECQ1 DNA unwinding, red fluorescence kinetic read;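 further: plate controls were vehicle for no effect and no enzyme for full effect; nearly all actives have a fitted effect of over 30% in size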
Target sequence (P46063 whole entry, looked up): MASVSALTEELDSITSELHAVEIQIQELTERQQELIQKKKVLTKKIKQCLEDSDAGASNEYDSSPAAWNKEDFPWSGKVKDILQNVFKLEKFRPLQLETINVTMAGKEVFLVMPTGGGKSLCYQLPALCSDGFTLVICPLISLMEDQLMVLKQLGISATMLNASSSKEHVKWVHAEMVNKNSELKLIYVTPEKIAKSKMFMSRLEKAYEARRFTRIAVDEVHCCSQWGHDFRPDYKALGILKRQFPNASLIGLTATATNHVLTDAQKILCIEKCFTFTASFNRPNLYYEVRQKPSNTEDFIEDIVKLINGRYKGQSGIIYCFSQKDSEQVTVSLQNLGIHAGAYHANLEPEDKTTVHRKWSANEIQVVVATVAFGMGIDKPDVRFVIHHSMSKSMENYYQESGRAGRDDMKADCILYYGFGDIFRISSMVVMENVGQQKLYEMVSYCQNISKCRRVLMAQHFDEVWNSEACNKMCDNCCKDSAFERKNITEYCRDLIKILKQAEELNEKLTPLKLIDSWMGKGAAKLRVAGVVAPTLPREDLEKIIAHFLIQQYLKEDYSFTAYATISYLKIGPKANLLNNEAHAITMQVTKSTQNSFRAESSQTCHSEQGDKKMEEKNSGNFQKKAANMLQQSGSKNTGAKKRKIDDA
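RECQ1T1 50 nM; forked duplex (20 bp + 30-nt ss tails) 200 nM, ATP 2 mM final; pH 8.0, 2 mM MgCl2, 2.5 ug/ml poly(dI-dC); 15 min compound preincubation; discontinuous kinetic read over 2 h at RT.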
RGS12 GoLoco inh – blocks human Gai1 binding to RGS12 GoLoco peptide, red readout | AID 880 | Potency, µM (series often up to 61.6 µM), for the others: top-dose activity, negative = inhibition, usual class: inhibitors | hit rate 0.44% among 230,000 | P63096 | Gai1:RGS12 GoLoco peptide FP, rhodamine, 10 min; active means well fitted inhibition curve with a large enough effect, not every such curve was filed as active; inactive means no such curve, though single readings can be large or run the other way; further: nearly all actives have a fitted effect of over 30% in size; many of its hits are not listed in these tables
Target sequence (P63096 whole entry, looked up): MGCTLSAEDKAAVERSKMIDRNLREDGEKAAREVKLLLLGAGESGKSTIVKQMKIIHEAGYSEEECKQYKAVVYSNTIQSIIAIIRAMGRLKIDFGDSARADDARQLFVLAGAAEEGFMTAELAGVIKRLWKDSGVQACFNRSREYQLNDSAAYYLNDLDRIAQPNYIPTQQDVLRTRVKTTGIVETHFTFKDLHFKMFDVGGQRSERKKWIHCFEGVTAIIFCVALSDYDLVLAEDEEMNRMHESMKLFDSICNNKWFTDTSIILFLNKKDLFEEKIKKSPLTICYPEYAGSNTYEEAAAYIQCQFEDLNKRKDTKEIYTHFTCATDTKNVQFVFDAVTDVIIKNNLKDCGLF
GAA glycogen – inhibitors or activators of human alpha-glucosidase glycogen cleavage. recombinant GAA, glycogen substrate, Amplex Red glucose oxidase fluorescence. Potency, µM (top dose mostly 76.4 µM), without a hit: top-dose activity change, negative = inhibition, usual class: inhibitors. hit rate 0.38% among 300,000;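 further: 0% = full enzyme reaction and -100% = no-enzyme basal signal; the screen sought inhibitors and activators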
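qHTS, 1536-well; enzyme 4 nM final; cpd up to 77 uM; substrate bovine liver glycogen 30 ug; 50 mM citrate/phosphate pH 5.0, 0.01% Tween-20; 37 C, 40 min; Amplex Red detection 45 min RT; Hill fit → AC50.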
TexasRed fluor – Texas Red fluorescence interference in TRb-SRC2 counter-screen; TRb/SRC2 Texas Red total fluorescence interference; Potency, µM (doses to about 106 µM), for inactives: top-dose fluorescence change, negative = quenching; hit rate 0.29% among 280,000; AID 1479; active means well fitted curve in either direction with a large enough effect; inconclusive means small, poorly fitted or top-dose-only effect
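Human TRb ligand-binding domain at 0.6 uM with 20 nM Texas Red SRC2 peptide in Tris buffer containing 1 uM T3 and 5% DMSO, incubated with compound 5 h at ambient temperature. Total fluorescence (555/632 nm) calculated as parallel + 2 × perpendicular.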
L3MBTL1 block – inhibitors of human L3MBTL1 | AlphaScreen L3MBTL1–H3K9me1 peptide binding | Q9Y468 | hit rate 0.66% among 230,000 | Potency, µM (titrated, usually from 57.1 µM), for inactives: at the top dose activity, negative = inhibition, hits mostly inhibitors; further: nearly all actives have a fitted effect of over 60% in size
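Read-out is AlphaScreen signal from streptavidin donor and nickel chelate acceptor beads (10 ug/mL final each) bridging L3MBTL1 (50 nM) and biotinylated K9-monomethylated H3(1-15) peptide (75 nM), after 30 min compound exposure at room temperature.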
An asterisk follows results filed as active; i = inactive; ? = inconclusive; . = not tested or not shown; [ ] = remark or other dose. Unless noted, the call rests on the fitted dose curve; in most records, active means well fitted curve in the direction sought with a large enough effect; inconclusive means small, poorly fitted or top-dose-only effect, or another doubt; inactive means no such curve, though single readings can be large; an effect the other way counts as inactive or inconclusive. Unless noted, on the % scale 0 is the no-effect control and ±100 the full control effect; potency means the concentration at half of the fitted maximal effect. A portion of the library; the hit share may differ from the screen's.

SMILES	TRb-SRC2 inh	aGlu spleen mod	GAA inh	RECQ1 inh	RGS12 GoLoco inh	GAA glycogen	TexasRed fluor	L3MBTL1 block
CC(=O)O[C@@H]1C(=O)[C@@]2(C)[C@H](O)C[C@H]3OC[C@]3(OC(C)=O)[C@@H]2[C@H](OC(=O)c2ccccc2)[C@@]2(O)C[C@H](OC(=O)[C@@H](O)[C@@H](NC(=O)c3ccccc3)c3ccccc3)C(C)=C1C2(C)C (stereo in doubt)	0%[53 µM]	-1%[29.1 µM]	.	-4%[25.9 µM]	3%[21.6 µM]	.	-3%[53 µM]	.
CCOC(=O)N1CCN(S(=O)(=O)c2ccc(C)cc2)C1c1ccccc1 (stereo not drawn)	2%	0%	?	-4%	7%	-2%	0%	4%
COC(=O)c1ccccc1NC(=O)COC(=O)c1ccccc1N=Nc1ccc(N(C)C)cc1	-4%	-3%	?	5%	1%	-1%	-1%	10µM*
CCOC(=O)NC(Nc1ncccn1)(C(F)(F)F)C(F)(F)F	9%	-3%	2%	9%	1%	4%	-3%	0%
CC(SCc1ccccc1)C(=O)NN=C1CCN(C)CC1 (stereo not drawn)	5%	4%	0%	0%	-6%	-3%	-1%	17%
COCCNC(=O)c1c(CSc2ccccc2)noc1C(=O)NCc1ccccc1	-5%	2%	.	?	7%	4%	0%	.
O=C(NC12CC3CC(CC(C3)C1)C2)c1ccc(-c2cccc(Cl)c2)o1	-3%	-1%	0%	-5%	7%	-5%	1%	-4%
COc1ccc2cc(C3(C)NC(=O)N(CC(=O)NCc4ccco4)C3=O)ccc2c1 (stereo not drawn)	1%	1%	-2%	i	-14%	5%	-1%	1%
CCCC12CN3CCN(CC(C3)/C1=N\NC(=O)c1ccc(F)cc1)C2	-3%	0%	2%	0%	3%	2%	-3%	.
CCN(CC(=O)NC1CCS(=O)(=O)C1)c1nc(-c2ccccc2)nc2ccccc12 (stereo not drawn)	-6%	-4%	2%	-9%	2%	-2%	-3%	4%
C/C(=N\n1c(C)nc2ccccc2c1=O)c1ccc(C)o1	2%	4%	0%[15.4 µM]	-5%	5%	9%	1%	-2%
COC(=O)c1cccc(NC(=S)Nc2cccc(Cl)c2Cl)c1	-2%	4%	-2%	-6%	2%	-6%	-3%	4%
O=[N+]([O-])c1cccc(I)c1	-7%	7%	.	-6%	2%	.	-2%	.
O=C(c1ccc(N2CN(C(=O)c3ccco3)c3nc4ccccc4nc32)cc1)N1CCOCC1	-2%	-7%	6%	-1%	6%	-12%	-2%	0%
Cc1cc(C)n(-c2ccc(C(=O)N3CCc4ccccc43)cc2)n1	0%	4%	-6%	-2%	1%	0%	-2%	1%

One compound at a time, as listed above:
Entry for Cc1cc(C)n(-c2ccc(C(=O)N3CCc4ccccc43)cc2)n1 : TRb-SRC2 inh: 0%; aGlu spleen mod: 4%; GAA inh: -6%; RECQ1 inh: -2%; RGS12 GoLoco inh: 1%; GAA glycogen: 0%; TexasRed fluor: -2%; L3MBTL1 block: 1%
Entry for CC(=O)O[C@@H]1C(=O)[C@@]2(C)[C@H](O)C[C@H]3OC[C@]3(OC(C)=O)[C@@H]2[C@H](OC(=O)c2ccccc2)[C@@]2(O)C[C@H](OC(=O)[C@@H](O)[C@@H](NC(=O)c3ccccc3)c3ccccc3)C(C)=C1C2(C)C (stereo in doubt) : TRb-SRC2 inh: 0%[53 µM]; aGlu spleen mod: -1%[29.1 µM]; GAA inh: .; RECQ1 inh: -4%[25.9 µM]; RGS12 GoLoco inh: 3%[21.6 µM]; GAA glycogen: .; TexasRed fluor: -3%[53 µM]; L3MBTL1 block: .

Other results follow.
SMILES	TRb-SRC2 inh	aGlu spleen mod	GAA inh	RECQ1 inh	RGS12 GoLoco inh	GAA glycogen	TexasRed fluor	L3MBTL1 block
CSc1ccccc1NC(=O)CN(C)CC(=O)Nc1ccc(Cl)cc1F	-14%	9%	2%	0%	-10%	-6%	2%	-13%
COc1ccc(-c2nnc(SCC(=O)NCc3ccco3)o2)cc1	1%	-2%	-2%	-15%	7%	0%	0%	.
CCCCN1C(=O)/C(=C2\SC(N3CCCCC3)=NC2=O)c2ccccc21	-5%	9%	?	-10%	-1%	-7%	-6%	?
Cc1cccc(NC(=O)c2ccc(C(=O)Nc3cccc(C)c3)nc2)c1	-4%	-2%	-1%	0%	27%	-5%	-9%	25%
NC(=O)CCn1cnc2ccccc21	-2%	7%	-15%[15.4 µM]	11%	8%	5%	-2%	-1%
C(=C\c1cccc2ccccc12)/c1nnc(-c2cccs2)o1	-3%	20%	?	-4%	0%	4%	1%	90%[activator]
Cc1ccc(C)c(N(C(=O)c2nsc(Cl)c2Cl)C(C(=O)NC2CCCC2)c2ccc(O)cc2)c1 (stereo not drawn)	2%	-1%	-1%	?	-7%	6%	0%	-17%
COC(=O)CN(c1ccccc1)S(=O)(=O)c1ccc(F)cc1	1%	-8%	2%	-5%	8%	-5%	-2%	7%
O=c1c2nnn(Cc3ccccc3)c2ncn1-c1ccccc1	-17%	3%	-9%	-13%	5%	-4%	3%	-6%
Cc1nn2c(COc3ccc(NC(=O)C(C)C)cc3)nnc2c2ccccc12	0%	7%	3%	?	1%	-8%	0%	.
CCOc1cccc(OCCCCN2CCCCC2)c1	-4%	-4%	0%	-6%	-15%	4%	-3%	-4%
CCC(C)C(=O)Nc1nc2ccc(S(C)(=O)=O)cc2s1 (stereo not drawn)	5%	-7%	0%	i	-13%	-6%	-2%	14%
CCOC(=O)C1(Cc2ccccc2C(F)(F)F)CCN(C(=O)c2cc(C(C)=O)n[nH]2)CC1	-8%	3%	8%	i	6%	-20%	-1%	-6%
COCCOC(=O)c1c(C)oc2ccc(OCC=C(C)C)cc12	10%	-1%	-10%	-9%	-2%	2%	2%	77%[activator]
O=C(Cn1nc2n(c1=O)-c1ccccc1SC2)N/N=C/c1cccs1	5%	0%	.	-3%	5%	0%	-2%	.
CCC(CC)c1nnc(NC(=O)Cc2cccs2)s1	3%	3%	0%	-13%	118%[activator]	17%	1%	-12%
C=C(C)CSc1nnc(-c2ccc(OC)c(OC)c2)n1N	-9%	-4%	14%	-9%	9%	9%	-4%	3%
O=C(O)CNC(=O)c1ccccc1F	-2%	-11%	-1%	-16%	12%	1%	-4%	7%
CCn1c(=NC(=O)c2ccco2)sc2cccc(F)c21	4%	-3%	-3%	i	5%	-4%	3%	-1%
Cc1ccc(C(=O)Cn2c3[n+](c4ccccc42)CC(O)CS3)cc1 (stereo not drawn)	-5%	-7%	2%	-8%	15%	-9%	1%	5%
CNC1(c2nnnn2-c2ccccc2C)CCOC(C)(C)C1 (stereo not drawn)	8%	-2%	.	6%	2%	3%	-1%	4%
Nc1c(C(O)(C(F)(F)F)C(F)(F)F)ccc2ccccc12	-6%	?	?	2%	25%	-12%	-5%	2%
Cc1[nH]nc2c1C(c1ccc(F)cc1)C(C#N)=C(N)O2 (stereo not drawn)	-1%	-2%	-7%	-14%	9%	-13%	-3%	-5%
CS(=O)(=O)NCCNc1ncc(C(F)(F)F)cc1Cl	-2%	.	2%	-5%	4%	3%	1%	16%
COc1ccc(S(=O)(=O)N(C)c2ccc(C(=O)NCC3CCCO3)cc2)cc1 (stereo not drawn)	4%	-11%	0%	i	0%	6%	8%	4%
O=C(Nc1ccc2c(c1)OCO2)Nc1cnccn1	5%	3%	-7%	-4%	4%	2%	-2%	-7%
COc1ccccc1N1CCN(c2ccc([N+](=O)[O-])cc2Cl)CC1	11%	-4%	5%	2%	-7%	0%	-1%	-6%
O=C(CCc1nc2ccccc2n1-c1ccccc1)NCCO	-10%[53 µM]	1%	1%	-6%	7%	7%	-1%[53 µM]	-2%
CCOc1ccc(C(=O)CCC(=O)NC(CC(C)C)C(=O)OC)cc1 (stereo not drawn)	1%	1%	-1%	i	1%	-26%	-3%	.
CCCCC(=O)Nc1ncc(Br)s1	-8%	-3%	1%	-3%	-3%	-6%	0%	0%
Cc1ccccc1C(=O)NC1CCN(CC(=O)Nc2c(C)cccc2C)CC1	3%	3%	3%	-1%	5%	-7%	0%	9%
CCN(C(=O)CSC1=Nc2ccccc2C2CC=NN12)C1CCS(=O)(=O)C1 (stereo not drawn)	-2%	6%	?	-1%	7%	15%	5%	.
NC(Cc1ccc(O)cc1)c1cn([C@@H](CCC(=O)O)C(=O)N2CCNCC2)nn1 (stereo partly drawn)	1%	4%	.	-6%	3%	15%	0%	18%
CCOc1ccc(NS(=O)(=O)c2ccc(C)c(C(N)=O)c2)cc1	3%	-6%	3%	i	3%	7%	-1%	-14%
C[C@@H](C(=O)Cc1ccc2ccccc2c1)[C@@H]1C[C@@]1(C)[C@@H](NP(=O)(c1ccccc1)c1ccccc1)c1ccccc1	4%	0%	.	i	-2%	.	2%	.
c1ccc(-c2noc(CN3CCOCC3)n2)cc1	4%	4%	?	26%	14%	6%	2%	3%
Cc1ccc(OCc2n[nH]c(=S)n2C2CCCCC2)cc1	2%	-15%	-9%	-3%	-6%	?	-6%	.
CCOC(=O)C1CCCN(C(=O)CN2C(=O)/C(=C/c3ccc(OC)cc3)Oc3ccccc32)C1 (stereo not drawn)	-2%	-15%	12%	1%	-2%	-17%	-2%	3%
Cc1nnc(NC(=O)CSC2=NN3CCCC(=O)N=C3S2)s1	0%	4%	6%	-1%	16%	-5%	1%	-3%
Brc1ccc2c(c1)[C@H]1OCC[C@H]1[C@@H](c1cccs1)N2	-9%	5%	.	-10%	1%	-4%	-5%	66%[activator]
CCOC(=O)C1CCN(c2ncnc3nc[nH]c23)CC1	-5%	4%	9%	2%	9%	-4%	-1%	8%
[O-]/[N+](=C/c1ccc(F)cc1)c1ccccc1	-12%	2%	-6%	?	8%	-12%	1%	-10%
Cc1ccnc(NC(=O)Cc2ccc(F)cc2)n1	16%	-1%	.	i	2%	1%	-3%	.
Cc1c(N=Cc2c(O)n(C3CCCCC3)c(=O)[nH]c2=O)c(=O)n(-c2ccccc2)n1C	-12%	-9%	-13%	-9%	15%	-2%	-1%	-7%
COC(=O)COc1cccc2c(=O)n(CC(=O)Nc3ccc4c(c3)OCCO4)ccc12	5%	4%	.	-6%	4%	-8%	-3%	3%
CCOc1ccc(NC(=O)CCS(=O)(=O)c2cccc3nsnc23)cc1	8%	-5%	-3%	-4%	-5%	-1%	-3%	.
